NS3 helicase inh: HCV NS3 helicase inhibition | inhibition, % at 10.9 µM | 0.56% of 290,000 active | NS3 helicase DNA unwinding, Cy5 molecular beacon fluorescence;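 active = inhibition above the mean of all tested compounds plus 3 SD, set per campaign, cut at about 35% in these data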;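 also: 0% = DMSO wells and 100% = thioflavine S control wells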
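Control set: DMSO versus 110 µM thioflavine S; Material: NS3 helicase fragment of HCV; Measured by: Cy5 fluorescence at 0 and 60 min, beacon hairpin quenching; Read-out basis: percent inhibition from t60/t0 fluorescence ratio; Times: reaction time 60 min, 25 °C; Repeats: single replicate; Compound dosing: single dose, 10.9 µM nominal final, DMSO 0.8% final.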
MEKK2mut PB1 HTS: signal of MEK5 binding to mutant human MEKK2 PB1 domain | bead flow cytometry, Alexa488-MEK5 binding to MEKK2 mutant | percent response, % at 10 µM | 0.35% of 290,000 active; in the data active = percent response above about 24%, passing the limit was not always enough; also: inactives centre near 1; some results filed as inactive read as strong as hits
NALP1 inh: NALP1 inhibition; AID 2071; inhibition, % at 10 µM; S. cerevisiae NALP1/ASC/caspase-1 growth, X-gal OD620, 72 h; 0.61% of 280,000 active; in the data active = inhibition mostly above about 24%, no sharp cut-off; inactive = mostly below about 32%; also: some compounds called inactive have numbers as strong as hits
IMP-1 inhibitor: blocks Pseudomonas aeruginosa IMP-1 metallo-beta-lactamase; purified IMP-1, nitrocefin hydrolysis, epi-absorbance fluorescence; inhibition, % at 5.6 µM; 0.45% of 290,000 active;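 active = inhibition above the mean plus 3 SD of all compounds in the same screening run, cut at about 4.5% in these data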;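 also: 0% = IMP-1 with DMSO and 100% = DMSO wells lacking enzyme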
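System: Purified IMP-1 | Read-out basis: Percent enzyme inhibition | Controls: IMP-1 with DMSO as 0%, enzyme-free DMSO as 100% | Replicates: One well per compound | Doses: 5.6 µM nominal single concentration | Detection: Epi-absorbance fluorescence, 480 nm excitation, 530 nm emission | Incubation: 25 °C, 15 min preincubation, 25 min reaction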
PfM18AAP inh: blocks P. falciparum M18 aspartyl aminopeptidase. 1.2% of 290,000 active. inhibition, % at 7.35 µM. recombinant PfM18AAP, H-Glu-NHMec fluorogenic cleavage;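 active = inhibition above the campaign mean inhibition over all tested compounds plus 3 SD, cut at about 28% in these data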;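 also: 0% = plate median of test compound wells and 100% = 2 mM ZnCl2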
MEKK2 WT-MEK5: raises or lowers MEK5 binding to wildtype human MEKK2 PB1 domain; 1.1% of 290,000 active; bead flow cytometry, Alexa488-MEK5 binding to MEKK2 WT; actives lie on both sides; AID 1531; binding response (% of control), % at 10 µM; in the data active = binding response below about 67% or above about 130%
DNA FID counter: displaces DNA intercalator in HCV helicase counter-screen; DNA fluorescent intercalator displacement, fluorescence; inhibition, % at 7.9 µM; 0.17% of 290,000 active; in the data active = inhibition above about 37%;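 also: 0% = vehicle and 100% = reference compound; higher means more ethidium bromide displaced from hairpin DNA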
VIM-2 inhibitor: inhibitors of Pseudomonas aeruginosa VIM-2 metallo-beta-lactamase; purified VIM-2, nitrocefin hydrolysis, epi-absorbance fluorescence; inhibition, % at 5.6 µM; 0.89% of 290,000 active;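 active = inhibition above the mean of all tested compounds plus 3 SD, cutoff set per screening run, cut at about 7.5% in these data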;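 also: red hydrolysis product quenches plate fluorescence so inhibitors raise well fluorescence; 0% = enzyme with DMSO and 100% = DMSO without enzyme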
UBC9 SUMO inh: blocks human SUMOylation mediated by UBC9; P63279; HTRF SUMOylation assay, SAE1/SAE2 + UBC9, in vitro; inhibition, % at 35 µM; 0.36% of 290,000 active; AID 2006; in the data active = inhibition above about 50%, passing the limit was not always enough; also: strong numbers were not always called active
Target sequence (P63279 whole entry, looked up): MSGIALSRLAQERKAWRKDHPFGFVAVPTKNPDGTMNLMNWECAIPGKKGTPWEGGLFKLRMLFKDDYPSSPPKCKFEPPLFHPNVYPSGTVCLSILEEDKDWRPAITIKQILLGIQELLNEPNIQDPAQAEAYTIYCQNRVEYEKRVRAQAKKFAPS
Starred values were filed as active, the others as inactive; . = not tested or not shown.

cpd | structure | NS3 helicase inh | MEKK2mut PB1 HTS | NALP1 inh | IMP-1 inhibitor | PfM18AAP inh | MEKK2 WT-MEK5 | DNA FID counter | VIM-2 inhibitor | UBC9 SUMO inh
1 | O=C(CNCc1cccs1)Nc1cc(S(=O)(=O)N2CCCC2)ccc1Cl | -23 | -6 | . | -0.6 | 3 | 88 | -10 | 0.7 | 20
2 | CC(=O)c1ccc(N2CCN(C(=O)Cn3cnc(S(=O)(=O)N4CCCCC4)c3)CC2)cc1 | -6 | 0 | -26 | -2.2 | 2 | 98 | -36 | -3.6 | 3
3 | CCOC(=O)c1c(-c2ccco2)csc1NC(=O)CSc1nnc(N)s1 | 32 | 3 | 10 | -2.2 | -6 | 101 | -9 | -4.1 | 17
4 | CCCOc1ccc(-c2nnn(CC(=O)N3CCC(C)CC3)n2)cc1 | 9 | -1 | -6 | -7.4 | -8 | 105 | -10 | -3.2 | 8
5 | COc1ccc(NC(=O)CCN2CCCC(C)C2)cc1 (stereo not drawn) | 4 | 3 | 15 | 2.6 | 10 | 104 | -1 | -0.1 | 6
6 | CCc1ccc(NC(=O)CC2C(=O)N(c3cccc(OC)c3)C(=O)N2CCOC)cc1 (stereo not drawn) | 1 | 2 | 11 | 1.3 | -5 | 107 | -8 | 0.0 | 11
7 | CCOC(=O)c1ccccc1OCc1cc(/C=N/NC(=O)c2ccncc2)ccc1OC | 5 | -1 | -6 | -4.6 | 3 | 95 | -36 | -1.7 | 8
8 | C=CCn1c(C(CC)CC)nc2ccccc21 | -19 | 3 | 14 | -1.3 | -9 | 119 | -3 | -3.5 | 0
9 | CCOC(=O)Cc1csc(/C(=N/O)C(N)=O)n1 | -4 | 10 | 9 | -1.7 | 12 | 110 | -8 | -1.8 | 15
10 | O=C(CN1CCCCC1)Nc1nc(-c2ccccc2)cs1 | -1 | 3 | 22 | -4.2 | 3 | 104 | -2 | -3.1 | -15
11 | Cc1cc(C(=O)NN)c(Cl)cc1Cl | -3 | -1 | . | -3.9 | -5 | 96 | -14 | -5.0 | -22
12 | CCOc1ccc(OCC)c(NC(=O)C2CCN(c3nn4c(=O)cc(C)nc4s3)CC2)c1 | -4 | -2 | 10 | -1.9 | -5 | 100 | -28 | -1.1 | 19
13 | COc1ccc(-c2oc3ncn4nc(Cc5ccccc5)nc4c3c2-c2ccc(OC)cc2)cc1 | 1 | -1 | 10 | -4.0 | -1 | 93 | 3 | -3.5 | 14
14 | CC(c1ccon1)N(C)Cc1c(C(=O)N(C)Cc2ccccc2)nc2ccccn12 (stereo not drawn) | 7 | -2 | -6 | -2.1 | -8 | 91 | -31 | 0.5 | 2
15 | c1ccc(CCn2nnnc2CN2CCN(C3CCCC3)CC2)cc1 | 3 | 4 | 26 | -1.4 | -5 | 115 | 5 | -1.0 | 8
16 | Cc1noc(NS(=O)(=O)c2ccc(NC(=O)CSc3nc4c(cc3C#N)CCCCC4)cc2)c1C | 9 | 6 | 11 | -3.7 | -1 | 101 | -30 | 0.1 | 2
17 | COc1ccccc1N1CCN(C(=O)Oc2ccccc2)CC1 | 13 | -1 | 6 | -1.8 | 26 | 98 | -36 | -3.6 | 7
18 | Cc1ccccc1CNC(=O)C1CCCN(c2nnc(C)c3c(C)n(-c4ccccc4)nc23)C1 (stereo not drawn) | -25 | 0 | 29 | -4.1 | -8 | 95 | 17 | -0.5 | 15
19 | CCCCCCOc1ccc(/C=N/NC(=O)C2CC2)cc1 | -7 | 2 | 1 | -2.9 | -6 | 104 | -16 | -2.2 | -6
20 | COc1ccc(C2/C=C\CN(S(=O)(=O)c3ccc(C)cc3)[C@H](Cc3ccccc3)C(=O)N2Cc2ccc(F)cc2)cc1 (stereo partly drawn) | . | 0 | 1 | . | . | 85 | . | . | 10
21 | C=CCNC(=O)/C(=C\c1ccc(OC)cc1)NC(=O)c1ccc([N+](=O)[O-])cc1 | -8 | . | 15 | 0.5 | 0 | . | 7 | 3.6 | 3
22 | Cc1ccccc1-n1c(SCC(=O)Nc2ccccc2Cl)nc2n[nH]c(C)c2c1=N | -8 | -3 | 8 | -5.9 | 6 | 89 | -33 | -1.8 | 14
23 | CCOc1cc(C(=O)N[C@@H](C)C(=O)N2CCC3(CC2)NCCc2[nH]cnc23)cc(OCC)c1OCC | 4 | -5 | 13 | -2.3 | 5 | 99 | 11 | 2.5 | -5
24 | CCCc1cc(NCCCN(C)C)n2c(nc3ccccc32)c1C#N | -3 | 5 | 20 | -2.5 | -2 | 109 | 12 | 21* | 13
25 | CN(C)CCNC(=O)/C(=C/c1ccc(-c2cccc([N+](=O)[O-])c2)o1)NC(=O)c1ccccc1 | -57 | 1 | 11 | -1.8 | -1 | 110 | 22 | 3.5 | -13
26 | CC(=O)c1cccc(NC(=O)C2C3C=CC(C4CC34)C2C(=O)O)c1 (stereo not drawn) | 1 | 7 | 36 | -1.6 | -3 | 109 | 0 | 2.7 | 5
27 | O=C(Cn1c(=O)c2c3c(sc2n(Cc2ccccc2)c1=O)CCCC3)NCCO | 1 | 8 | 0 | -4.1 | 5 | 104 | -39 | 0.9 | -8
28 | Cc1cc(=O)[nH]c(Nc2cccc(Cl)c2C)n1 | 6 | 3 | 3 | -3.2 | 2 | 105 | -5 | -0.3 | -2
29 | COC(=O)c1sc(N2CCN(Cc3ccccc3)CC2)nc1N | 0 | 4 | 20 | 0.0 | -4 | 104 | -25 | 0.8 | 15
30 | O=C(NCc1ccco1)c1ccc(NC(=O)C2COc3ccccc3O2)cc1 (stereo not drawn) | 4 | 1 | 19 | -1.8 | 3 | 106 | -13 | -5.9 | 25
31 | CC(=O)/C(=N\Nc1ccccc1Cl)Sc1nnc(-c2ccccc2)n1-c1ccccc1 | -9 | -1 | 14 | -4.2 | -9 | 93 | -10 | -0.6 | 7
32 | CC(=O)Nc1ccc(NC=C(C#N)C#N)cc1 | -4 | -9 | . | -2.1 | -1 | 98 | 3 | -3.7 | 25
33 | COc1cc(CC(=O)OCC(=O)Nc2ncc(Cl)cc2Cl)cc(OC)c1OC | 5 | 1 | -4 | -1.6 | 6 | 102 | -12 | -2.2 | 18
34 | CSCCC(NS(=O)(=O)c1cccs1)C(=O)NCc1ccc(C)cc1 (stereo not drawn) | 7 | -3 | 27 | -3.0 | -2 | 97 | -5 | -5.8 | -8
35 | CC(OC(=O)Cc1n[nH]c(=O)c2ccccc12)C(=O)Nc1cccc([N+](=O)[O-])c1 (stereo not drawn) | 1 | -4 | 10 | -1.9 | -1 | 95 | 1 | -0.8 | 1
36 | COc1ccc(NC(=O)C2CCCCN2S(=O)(=O)c2ccc(F)cc2)c(OC)c1 (stereo not drawn) | -3 | 1 | 1 | -3.4 | -4 | 97 | -22 | -0.8 | -8
37 | COc1cccc(-n2nc(-c3ccnn3-c3cccc(Cl)c3)c(=O)n(C)c2=O)c1 | -1 | 1 | . | -3.0 | 2 | 106 | -15 | -0.9 | 4
38 | COC(=O)c1ccccc1NC(=O)CNc1cc(OC)c(OC)cc1C | -3 | 8 | 4 | -2.6 | 19 | 108 | -10 | -2.7 | -21
39 | CC1CCCN(Cc2nc3c(c(=O)n(C)c(=O)n3C)n2CCc2ccccc2)C1 (stereo not drawn) | -1 | 0 | 6 | -1.1 | -12 | 99 | -6 | -2.8 | 2
40 | Cc1cccc(C(=O)Nc2nnc(S(=O)(=O)N3CCC(C)CC3)s2)c1 | 7 | 1 | 40* | -1.1 | -2 | 100 | -26 | -4.8 | 12
41 | COc1ccc(CC(=O)Nc2ccc(/C(C)=N/NC(=O)c3cccc([N+](=O)[O-])c3)cc2)cc1 | -7 | 4 | 35 | -3.5 | 4 | 103 | 0 | -2.8 | 0
42 | CN(C(=O)CSc1nnc(Nc2ccccc2)s1)C1CCS(=O)(=O)C1 (stereo not drawn) | 3 | 0 | -2 | -2.0 | 3 | 98 | 1 | -3.6 | 9
43 | Cc1cc(C)c(C)c(S(=O)(=O)NCc2ccc(C(=O)N3CCN(C)CC3)cc2)c1C | -14 | 9 | 3 | -1.5 | -10 | 114 | 1 | -0.5 | 16
44 | CC(C)C(=O)Nc1c2c(nn1-c1ccccc1)CSC2 | -1 | 1 | -10 | -2.6 | 5 | 98 | -1 | -0.8 | 4
45 | O=c1cc(N2CCN(Cc3ccccc3)CC2)c(-c2ccccc2)n[nH]1 | 0 | 0 | 2 | -3.3 | -2 | 101 | -8 | -3.2 | -5
46 | CCOc1ccccc1NC(=O)NCc1ccccc1 | -3 | -10 | 24 | -0.4 | 3 | 95 | -2 | -1.8 | 11
47 | CCOc1ccc(CCNC(=O)c2nn(C)c3c2CS(=O)(=O)c2ccccc2-3)cc1 | -5 | 5 | 8 | -1.4 | -2 | 106 | -35 | -3.4 | 3
48 | CCN(CC)c1ccc(NC(=O)CCc2nnc3ccc(N4CCCC4)nn23)c(C)c1 | -7 | 1 | 14 | -3.1 | 25 | 97 | -27 | -2.3 | -3
49 | O=C(Cc1ccccc1)NNS(=O)(=O)c1ccc([N+](=O)[O-])cc1 | 5 | -3 | 9 | -2.8 | 8 | 93 | 0 | -3.3 | 18
50 | COc1ccc(NC(=S)NCCCc2ccccc2)cc1 | -9 | -4 | 21 | -2.6 | 12 | 92 | -8 | 0.2 | 26
51 | COc1ccc(N=C2SCC(=O)N2Cc2ccccc2)cc1 | -10 | 4 | 3 | -2.4 | -8 | 105 | -11 | -2.6 | -1
52 | CCCCc1ccc(NC(=O)C2CCN(S(C)(=O)=O)CC2)cc1 | 12 | -5 | 4 | -2.3 | -1 | 92 | -13 | 0.8 | 5
53 | Cc1cccc(CSCCNC(=O)CN2C(=O)c3ccccc3S2(=O)=O)c1 | -2 | -7 | 3 | -1.4 | 1 | 99 | -19 | -1.8 | -5
54 | CCCCn1c(=O)n(CC(O)c2ccccc2)c(=O)c2c1ncn2C1CCCC1 (stereo not drawn) | -3 | 1 | 0 | 2.6 | 12 | 101 | -35 | -0.9 | 1
55 | O=C(NCCc1ccc(O)cc1)c1ccc(Cl)cc1 | 4 | 1 | 3 | -2.2 | 5 | 105 | -12 | 1.0 | -21
56 | Cc1ccc(N2CCN(S(=O)(=O)N3CCCCC3)CC2)cc1C | 1 | 0 | 11 | -2.2 | 3 | 107 | -22 | -3.3 | 1
57 | COc1ccc(C)cc1N(CC(=O)NC1CCCC1)C(=O)CCC(=O)Nc1cc(C)on1 | -2 | 3 | -5 | -0.7 | 1 | 109 | -19 | 0.7 | -14
58 | O=c1c2ccccc2nc(-c2ccc(Cl)cc2Cl)n1CCCn1ccnc1 | -3 | 14 | 6 | -1.5 | 2 | 101 | 1 | -0.8 | 14

Looked up one by one from above (2):
cpd | structure | NS3 helicase inh | MEKK2mut PB1 HTS | NALP1 inh | IMP-1 inhibitor | PfM18AAP inh | MEKK2 WT-MEK5 | DNA FID counter | VIM-2 inhibitor | UBC9 SUMO inh
56 | Cc1ccc(N2CCN(S(=O)(=O)N3CCCCC3)CC2)cc1C | 1 | 0 | 11 | -2.2 | 3 | 107 | -22 | -3.3 | 1
51 | COc1ccc(N=C2SCC(=O)N2Cc2ccccc2)cc1 | -10 | 4 | 3 | -2.4 | -8 | 105 | -11 | -2.6 | -1

Assay outcomes deposited in PubChem BioAssay by several laboratories.
